Compound activity deposited in PubChem by several laboratories.
LYP inhibition = PTPN22 lymphoid phosphatase activity blockers – biochemical, fluorescence intensity, uHTS (AID 1779); recombinant LYP phosphatase, fluorescence intensity; higher % means a stronger effect; inhibition, % at 11.5 µM, or IC50 in µM where a hit was titrated; hit rate 0.054% among 290,000;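 also: plate controls were vehicle with enzyme for no effect and no enzyme for full effect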
human PMI inhibition = MPI enzyme activity inhibition – biochemical, fluorescence intensity, coupled assay, primary screen (AID 1209); purified PMI enzyme, coupled fluorescence intensity; higher % means a stronger effect; inhibition, % at 20 µM; hits with a dose series show IC50 in µM; hit rate 0.42% among 190,000;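 also: plate controls were DMSO vehicle for no effect and wells lacking substrate for full effect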
M1AAP inhibition = malaria alanyl aminopeptidase activity blockers – biochemical, fluorogenic H-Leu-NHMec substrate, 1536-well (AID 1445); recombinant M1AAP, H-Leu-NHMec fluorogenic kinetic assay; higher % means a stronger effect; one-dose inhibition, % at 30 µM; IC50 in µM for titrated hits; hit rate 0.42% among 220,000;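 active = primary inhibition above the hit cutoff, then over 50% inhibition at one or more dose response concentrations, cut at about 23% in these data, passing the limit was not always enough; inconclusive = conflicting primary data, or primary hits not chosen for dose response; inactive = low primary inhibition, or under 50% at every dose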;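 also: plate controls were DMSO full reaction for no effect and no enzyme background for full effect; strong numbers were not always called active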
P. falciparum M17LAP = P. falciparum M17LAP inhibitors, primary screen, biochemical, fluorogenic H-Leu-NHMec substrate, 1536-well (AID 1619) | one-dose inhibition, % at 30 µM; IC50 in µM for titrated hits | recombinant M17LAP, H-Leu-NHMec fluorogenic kinetic assay; higher % means a stronger effect | hit rate 0.38% among 220,000;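 active = compound inhibiting the enzyme by more than half at any dose during confirmatory dose-response retesting; inconclusive = strong single-dose inhibitors picked by rank but not retested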;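 also: plate controls were full reaction with DMSO carrier for no effect and no enzyme background for full effect; strong numbers were not always called active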
XIAP displacement = XIAP antagonists, biochemical, IAP family, fluorescence polarization (AID 1018); XIAP BIR domain, fluorescence polarization peptide displacement; higher % means a stronger effect; displacement, % at 20 µM, or IC50 in µM where a hit was titrated; hit rate 0.007% among 200,000; in the data active = displacement above about 50%; also: a part of the inactive calls stands beside numbers as strong as those of hits
TNAP activators = human TNAP enzyme activators, primary screen, biochemical, luminescent, no phosphate acceptor, uHTS (AID 1001); purified TNAP, luminescent activation assay, no phosphate acceptor; higher activation fold means a stronger effect; activation fold at 20 µM; hits with a dose series show EC50 in µM; hit rate 0.03% among 200,000; in the data active = activation fold from about 3, or a potency from the dose series; inactive = the rest, 99 in 100 with activation fold below about 1.6; also: many of its hits are not listed in these tables
Myeloid diff MLP = compounds promoting myeloid differentiation; calls only at 10 µM; hit rate 1% among 360,000; ER-HoxA9 myeloid progenitors, lysozyme-GFP differentiation, flow cytometry;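 active = normalized GFP-positive differentiation at or above the plate's own cutoff, the solvent-only control mean plus 3 SD; inconclusive = no clear call, values can overlap the other calls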;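 also: cells exposed to compound for four days before flow analysis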
ER stress rescue = rescue of cells from ER stress-induced death, primary screen, 384-well, CSM14.1, thapsigargin, ATP luminescence (AID 1222) | CSM14.1 thapsigargin-induced death rescue, ATP luminescence; higher % means a stronger effect | cellular ATP content (survival), % at 20 µM; hits with a dose series show EC50 in µM | 190,000 tested, under 10 active;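 active = EC50 below 50 µM in the dose-response confirmation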;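 also: death triggered by thapsigargin at about 15 µM added after 2 h compound pretreatment; cell ATP read after overnight thapsigargin exposure of roughly 18 to 22 hours; normalized against plate controls of thapsigargin alone and 5% DMSO vehicle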
PMI inhibition = human PMI inhibitors, high substrate, primary screen, biochemical, fluorescence intensity, high mannose 6-phosphate (AID 1220); recombinant PMI enzyme, coupled fluorescence intensity; higher % means a stronger effect; inhibition, % at 20 µM, or IC50 in µM where a hit was titrated; hit rate 0.66% among 190,000
Myeloid diff MLP GFP+ MAC1+ % = also measured in Myeloid diff MLP; calls as there; GFP+ MAC1+ double positive, %; measured here: differentiation confirmed by MAC1 staining
An asterisk follows results filed as active; i = inactive; ? = inconclusive; . = no result given; + = active, no number. Rule as the data show it, unless noted: active = inhibition above about 50%; inactive = the rest. Not a hit list (roughly 2.7% active in at least one column).

canonical_smiles	LYP inhibition	human PMI inhibition	M1AAP inhibition	P. falciparum M17LAP	XIAP displacement	TNAP activators	Myeloid diff MLP	Myeloid diff MLP GFP+ MAC1+ %	ER stress rescue	PMI inhibition
CCSc1nnc(NC(=O)CSC2=NCCS2)s1	-6%	-12%	4%	32%	-7.4%	1.1	i	0.7	-1.0%	-3%
O=C(Nc1cccnc1)c1ccc(COc2ccccc2Cl)o1	-10%	12%	3%	-9%	-3.6%	1.1	i	1.2	0.1%	10%
NS(=O)(=O)c1cccc(NC(=O)CSc2ccccn2)c1	2%	-2%	3%	2%	-4.7%	0.7	i	2.1	0.9%	-21%
COCCOC(=O)c1[nH]c2c(c1C)C(=O)CC(c1cccs1)C2 (stereo not drawn)	-2%	2%	0%	5%	-2.2%	1.2	?	.	-2.6%	3%
CC(C)(C)NC(=O)CN(Cc1ccc2c(c1)OCO2)C(=O)CNC(=O)c1cccs1	-9%	6%	8%	-7%	-0.1%	1.1	.	.	-0.2%	7%
COC(=O)C1Cc2ccccc2CN1C(=O)CCl (stereo not drawn)	-4%	-10%	3%	1%	1.4%	1.2	i	0.3	0.0%	14%
CS(=O)(=O)c1ccc(C(=O)Nc2ccccc2N2CCOCC2)c(Cl)c1	1%	-7%	-1%	0%	-6.7%	1.1	i	0.2	-1.0%	2%
CCCCSc1nc(O)c(C2OC(=O)c3c2ccc(OC)c3OC)c(=O)n1-c1ccccc1 (stereo not drawn)	-6%	1%	16%	32%	-6.5%	1.1	i	1.0	-3.4%	-9%
C=C(C)CSc1nc2c(cc1C#N)CCC2	-8%	14%	3%	5%	-4.1%	1.1	i	0.6	0.9%	10%
COC(C[C@H](O)C[C@@H](O)[C@@H](C)OCc1ccccc1)OC	-10%	.	2%	-2%	.	.	i	2.2	.	.
O=Nc1ccc(NOC(=O)c2ccc(Br)cc2)cc1	-3%	-1%	3%	3%	-4.9%	1	.	.	2.5%	6%
Cc1nnsc1-c1onc(C)c1C(=O)Nc1cc(Cl)cc(Cl)c1	1%	.	12%	14%	.	.	i	0.9	.	.
CC1CC(NC2=NCCS2)CC(C)(C)C1 (stereo not drawn)	-5%	.	2%	5%	.	.	i	0.9	.	.
CC(C(=O)Nc1ccc([N+](=O)[O-])cc1)N1CCN(C/C=C/c2ccccc2)CC1 (stereo not drawn)	7%	3%	3%	2%	-3.2%	1.1	i	1.7	-2.7%	-3%
CC1=C(C)C(C)=C(C#N)C(=C(C#N)C#N)N1	0%	.	0%	4%	.	.	i	0.1	.	.
COc1ccc(C(=O)N[C@H](C(=O)OCc2cc(=O)oc3cc(C)ccc23)C(C)C)cc1	-3%	2%	12%	11%	-1.2%	1	i	0.2	-2.4%	2%
CN1CCN(c2nc3c(c(=O)n(C)c(=O)n3C)n2CCSc2nc3ccccc3s2)CC1	-5%	2%	8%	1%	-4.3%	1.1	i	3.0	-1.6%	0%
CC(=O)Nc1ccc(S(=O)(=O)Nc2nc3ccccc3s2)cc1	0%	8%	6%	3%	-22%	1.1	i	0.4	1.5%	7%
O=C(N/N=C/C=C\c1ccccc1[N+](=O)[O-])c1cc(-c2ccccc2)nc2ccccc12	-3%	15%	-2%	-8%	-5.1%	1.2	i	0.8	-4.3%	2%
CCc1cccc(CC)c1NC(=S)Nc1ccc2cn[nH]c2c1	0%	.	-2%	-5%	.	.	i	0.5	.	.
CNC(=O)c1sc(-c2cccnc2)nc1C	-5%	0%	1%	-4%	-4.2%	1.1	i	1.6	0.5%	-4%
N#Cc1c(SCc2ccc(Cl)cc2)sc(C(=O)c2ccccc2)c1N	-1%	7%	4%	-14%	-3.6%	1.1	i	0.5	-1.1%	29%
CCNC(=S)N1CCN(CC(=O)Nc2ccc(Br)cc2)CC1	-4%	18%	3%	3%	1.6%	1.1	i	0.4	0.6%	15%
N#Cc1c(-c2ccc(Cl)cc2)ccn2nc(C3CCCCC3)nc12	-1%	6%	7%	-2%	-6.7%	1	i	1.0	2.2%	5%
CSc1cccc(NC(=O)CN(C)S(=O)(=O)c2ccc(C)cc2)c1	7%	-9%	-1%	1%	-2.2%	0.9	i	1.8	1.4%	-6%
CC(C)CCN1CCN(Cc2cccn2-c2nccs2)CC1CCO (stereo not drawn)	-5%	-1%	1%	-6%	-7.2%	1	i	1.1	-2.3%	-2%
COc1ccc(CN(Cc2cc3cc(OC)c(OC)cc3[nH]c2=O)C(=O)NC2CCCCC2)cc1	0%	11%	7%	-6%	-5.8%	1.1	i	0.8	3.7%	0%
CC(=O)N1CCN=C1SCc1ccccc1F	-4%	10%	6%	4%	-2.6%	1.2	i	1.9	.	8%
CCc1ccc(Cc2cnc(NC(=O)C3=NCCN3)s2)cc1	-6%	16%	-10%	-1%	-4.3%	1.8	i	0.2	-2.0%	20%
NC(=O)c1ccsc1NC(=O)c1nc(-c2ccccc2)n(-c2ccccc2)n1	2%	10%	12%	13%	-6.2%	1.1	i	0.5	1.1%	5%
CCc1noc(C)c1C(=O)N1CCCC(C(=O)c2cc(F)ccc2F)C1 (stereo not drawn)	-1%	.	-1%	-4%	-7.7%	0.9	i	0.5	0.9%	.
O=C(NNc1ncnc2c1cnn2-c1ccccc1)c1cccs1	-7%	4%	10%	6%	-5.5%	2.6	i	0.4	-1.5%	7%
Cn1c([N+](=O)[O-])cnc1N1CCN(c2nncs2)C1=O	-2%	.	-3%	5%	.	.	i	0.7	.	.
O=C(CN(CC1CCCO1)C(=O)CCC(=O)Nc1ccccn1)NCC1CCCO1 (stereo not drawn)	-6%	0%	0%	-1%	-5.6%	1.1	i	1.0	.	-2%
Cc1cc(-c2ccccc2)n(-c2ccc(C(=O)NC(C)C)cc2)n1	-4%	13%	2%	15%	-3.3%	1.1	i	1.0	-3.1%	12%
CC(C)c1nnc(SCC(=O)NCCC2=CCCCC2)n1N	0%	7%	1%	10%	-5.2%	1.1	i	2.1	-0.3%	2%
O=C(Nc1cc(F)ccc1F)C1CCCO1 (stereo not drawn)	-2%	10%	-2%	0%	-8.6%	1	i	5.8	-0.7%	9%
CCOC(=O)c1cccc(Nc2nc(-c3cccnc3)nc3ccccc23)c1	-2%	23%	15%	0%	-12%	1.1	+	0.2*	-0.6%	-13%
O=C(NCc1ccco1)c1cc(-c2ccccc2)on1	0%	20%	7%	-8%	1.0%	1.1	i	4.6	4.4%	14%
CCN(CC)c1ccc(NS(=O)(=O)c2ccc3c(c2)oc(=O)n3C)c(C)c1	-4%	6%	11%	1%	-4.0%	0.9	i	1.7	-1.2%	24%
O=C(NNC(=S)Nc1ccccc1)Nc1ccccc1	-6%	9%	1%	10%	-3.4%	2	i	0.0	-2.2%	11%
CC1CCCCN1C(=O)c1ccccc1NC(=O)c1ccco1 (stereo not drawn)	-7%	11%	-3%	2%	-1.2%	1.1	i	0.4	3.2%	6%
COc1ccc(Cc2nc(-c3ccccc3)no2)cc1	3%	12%	-3%	-2%	-7.2%	1.1	i	0.1	-2.1%	8%
NC(=S)NCc1cccnc1	-8%	6%	8%	-8%	-6.1%	1.1	i	0.2	1.0%	-3%
O=C(O)C1NCCc2ccccc21 (stereo not drawn)	-7%	-6%	3%	-5%	-3.8%	1.2	i	8.1	0.4%	-10%
O=C(CSc1ncnc2ccccc12)Nc1cc(S(=O)(=O)N2CCCCC2)ccc1Cl	5%	-4%	-9%	0%	-2.8%	1.1	i	3.3	-0.7%	-4%
CC(C)[C@@H]1NC(=O)N(c2ccc(Oc3ccccc3)cc2)C1=O	-3%	-4%	-1%	13%	-4.2%	1.1	i	1.1	-1.1%	-8%
COC(=O)CCCC1=CC2=CC(=O)C(C)(OC(=O)c3cccs3)C(=O)C2=CN1c1ccc(OC)cc1 (stereo not drawn)	-7%	.	2%	12%	.	.	i	0.4	.	.
CN1C2CCC1CC(NC(=O)CSCc1ccc(Cl)cc1Cl)C2 (stereo not drawn)	-3%	.	9%	10%	.	.	i	0.6	.	.
CN(C)CCCn1c(N)c(C#N)c2nc(C#N)c(C#N)nc21	-9%	18%	10%	-54%	1.9%	1	i	0.3	-0.7%	20%

An excerpt from above in order of SMILES length, largest number first.
canonical_smiles	LYP inhibition	human PMI inhibition	M1AAP inhibition	P. falciparum M17LAP	XIAP displacement	TNAP activators	Myeloid diff MLP	Myeloid diff MLP GFP+ MAC1+ %	ER stress rescue	PMI inhibition
CSc1cccc(NC(=O)CN(C)S(=O)(=O)c2ccc(C)cc2)c1	7%	-9%	-1%	1%	-2.2%	0.9	i	1.8	1.4%	-6%
NS(=O)(=O)c1cccc(NC(=O)CSc2ccccn2)c1	2%	-2%	3%	2%	-4.7%	0.7	i	2.1	0.9%	-21%
O=C(Nc1cc(F)ccc1F)C1CCCO1 (stereo not drawn)	-2%	10%	-2%	0%	-8.6%	1	i	5.8	-0.7%	9%

(list continues)
canonical_smiles	LYP inhibition	human PMI inhibition	M1AAP inhibition	P. falciparum M17LAP	XIAP displacement	TNAP activators	Myeloid diff MLP	Myeloid diff MLP GFP+ MAC1+ %	ER stress rescue	PMI inhibition
O=C(O)c1cc(Cl)c2ccccc2c1O	-3%	17%	8%	-17%	-5.2%	1.1	i	0.8	-2.3%	15%
COC(=O)c1cccc(C(=O)N2CCCC(CNC(=O)c3ccccc3Cl)C2)c1 (stereo not drawn)	-5%	.	-3%	-4%	.	.	i	0.6	.	.
Brc1ccccc1OCCCN1CCCCCC1	-11%	8%	1%	-1%	-3.2%	1.1	i	0.1	-3.7%	3%
N#Cc1ccc(OCC(=O)OCC(=O)NCCC2=CCCCC2)cc1	-3%	13%	3%	7%	-10%	1.1	i	0.3	0.9%	1%
O=C(O)C1CCN(c2ccc(Cl)nn2)CC1	-2%	-2%	3%	11%	-7.5%	1.1	i	0.1	-1.3%	-3%
C=CCOC(=O)C1=C(C)NC(C)=C(C(=O)OCC=C)C1c1ccco1	4%	.	7%	11%	.	.	i	1.4	.	.
CN(C)C=Nc1ncc2c([nH]c3ccccc32)c1C#N	2%	-17%	14%	30%	-4.5%	1	i	0.3	-2.4%	-3%
CCN(CC)CCC(c1ccc2c(c1)OCO2)c1c(OC)cc(OC)c2ccc(=O)oc12 (stereo not drawn)	-12%	.	3%	4%	.	.	i	1.6	.	.
Cc1ccc(-c2n[nH]c(=S)n2/N=C/c2cccn2C)cc1	-7%	2%	5%	-2%	-2.5%	0.9	i	0.6	1.4%	3%
Cc1cc(NCCN2CCOCC2)n2c(nc3ccccc32)c1C#N	-10%	18%	0%	17%	-3.3%	1.1	i	0.2	-2.0%	12%
CC(NC(=O)C1CCN(S(=O)(=O)N2CCC3(CC2)OCCO3)CC1)c1ccccc1 (stereo not drawn)	-8%	0%	-1%	-6%	-4.3%	1	i	0.3	-0.6%	3%
O=C(NCc1ccc2c(c1)OCO2)c1ccc(S(=O)(=O)N2CCOCC2)cc1	-3%	-8%	6%	5%	-4.0%	1.1	i	0.3	.	-13%
